MrgX1 antagonist: antagonists of human MrgX1 receptor, primary screen, HEK293 cells, Fluo-4 calcium flux | Mas-related G-protein coupled receptor member X1 (Homo sapiens), Q96LB2 | BAM8-22 antagonism; hits give low values | B-score at 10 µM | 310,000 tested, 1.3% active;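 active = calcium-response B-score plate-corrected more than 3 library SD below zero, starting fluorescence within 5 deviations, no agonist response on first addition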;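 note: peak minus trough fluorescence over baseline after final BAM8-22 challenge near maximal dose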
aSyn 5UTR inh: MLPCN primary screen, SNCA 5' untranslated region; alpha-synuclein 5'UTR reporter, inhibitor activity; inhibition, % (tested at 7.5 µM); 300,000 tested, 0.82% active; AID 1813, 2009; in the data active = inhibition above about 60%; inconclusive = no clear call, values can overlap the other calls;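 note: H4 neuroglioblastoma cells stably carrying SNCA 5'UTR luciferase fusion; 0% = DMSO wells and 100% = positive control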
TRPC4 PAM: positive allosteric modulators of TRPC4, primary screen, cell-based, mouse TRPC4beta, HEK293 mu-opioid, Fluo-4 calcium. Short transient receptor potential channel 4 (Mus musculus), Q9QUQ5. B-score at 10 µM. DAMGO EC20, Fluo-4 Ca2+ flux; hits give high values. 310,000 tested, 0.42% active. AID 2227, 2009;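 active = B-score of calcium response area above 5 SD of library B-scores, with initial fluorescence ratio within 5 SD of library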;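 note: B-score of integrated fluorescence ratio over time as area under calcium response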
Target sequence (Q9QUQ5 whole entry, looked up): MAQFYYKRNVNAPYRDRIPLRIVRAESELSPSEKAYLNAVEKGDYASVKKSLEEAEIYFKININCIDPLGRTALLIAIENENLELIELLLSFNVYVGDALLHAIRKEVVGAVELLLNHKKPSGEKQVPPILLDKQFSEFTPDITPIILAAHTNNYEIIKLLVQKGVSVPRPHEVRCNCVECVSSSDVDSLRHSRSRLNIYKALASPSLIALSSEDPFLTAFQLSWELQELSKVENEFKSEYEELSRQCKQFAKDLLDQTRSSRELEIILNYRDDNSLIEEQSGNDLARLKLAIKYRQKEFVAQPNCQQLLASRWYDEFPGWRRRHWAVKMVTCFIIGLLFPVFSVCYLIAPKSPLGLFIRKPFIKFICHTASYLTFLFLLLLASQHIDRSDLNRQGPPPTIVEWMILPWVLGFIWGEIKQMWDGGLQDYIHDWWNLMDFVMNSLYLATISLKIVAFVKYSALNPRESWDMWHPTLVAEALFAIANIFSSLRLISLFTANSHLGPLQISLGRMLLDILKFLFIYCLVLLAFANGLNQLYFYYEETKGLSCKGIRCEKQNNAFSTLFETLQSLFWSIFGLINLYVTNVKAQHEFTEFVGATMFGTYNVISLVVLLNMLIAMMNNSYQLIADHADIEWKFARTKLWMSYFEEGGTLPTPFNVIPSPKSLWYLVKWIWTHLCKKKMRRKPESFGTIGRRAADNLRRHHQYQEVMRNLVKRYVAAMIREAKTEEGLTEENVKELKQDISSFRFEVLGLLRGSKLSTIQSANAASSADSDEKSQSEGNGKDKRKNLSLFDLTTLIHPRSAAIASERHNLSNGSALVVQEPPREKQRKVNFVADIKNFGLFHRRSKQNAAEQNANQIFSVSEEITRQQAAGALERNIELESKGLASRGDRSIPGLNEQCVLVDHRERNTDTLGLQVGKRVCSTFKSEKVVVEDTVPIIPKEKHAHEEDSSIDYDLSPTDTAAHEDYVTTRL
TRPC6 act: mouse TRPC6 channel activators, primary screen, cell-based, HEK293, membrane potential dye | B-score at 10 µM | Short transient receptor potential channel 6 (Mus musculus), Q61143 | 310,000 tested, 0.13% active | HEK293-TRPC6 membrane potential dye fluorescence; hits give high values;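 active = B-score of the integrated fluorescence ratio above library mean plus 3 SD, and starting fluorescence ratio within library mean plus 5 SD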;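 note: higher score means more depolarization so channel activation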
TRPC6 inh: mouse TRPC6 channel inhibitors, primary screen, cell-based, HEK293, membrane potential dye. Short transient receptor potential channel 6 (Mus musculus), Q61143. ACh-evoked depolarization; hits give low values. B-score at 10 µM. 310,000 tested, 1.1% active. AID 2553, 2010;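 active = B-score under library mean minus 3 SD, initial fluorescence not abnormally high, positive integrated signal ratio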;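 note: B-score derived from integrated fluorescence ratio over the kinetic read; more negative B-score means stronger inhibition of depolarization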
KLF5 inh: KLF5 expression inhibitors, primary screen, DLD-1 cells, luminescence | DLD-1 KLF5 promoter-luciferase reporter | inhibition, % at 5 µM | 290,000 tested, 0.23% active | AID 1700, 2009;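 active = inhibition above a per-plate limit of that plate's mean compound inhibition plus 3 SD, cut at about 60% in these data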;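 note: 0% = DMSO wells and 100% = LY294002 at 200 µM; higher means less KLF5 promoter-driven luciferase light; inactives centre near -14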
TRPC4 act: activators of mouse TRPC4 channel, primary screen, Fluo4 calcium, HEK293 TRPC4beta/mu-opioid cells; Short transient receptor potential channel 4 (Mus musculus), Q9QUQ5; Fluo4 calcium fluorescence; hits give high values; B-score at 10 µM; 310,000 tested, 0.49% active;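 active = B-score above 5 SD of library B-scores, and initial fluorescence ratio not above library mean plus 5 SD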;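 note: positive B-score marks a calcium rise read as TRPC4 activation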
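Material: TRPC4beta and mu-opioid receptor HEK293 stable cells | Incubation: 45 min room-temperature Fluo4 loading, 110 s read | Detection: Kinetic Fluo4 calcium fluorescence | Measure: Integrated baseline-normalised fluorescence ratio, converted to per-well B score | Benchmarks: Low control buffer alone, high control maximal DAMGO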
IEC-6 tox: cytotoxicity in IEC-6 intestinal epithelial cells, primary screen, cytotoxicity control for KLF5 inhibitor project, cell-based, luminescence; 290,000 tested, 0.78% active; IEC-6 cytotoxicity, luminescence viability; inhibition, % at 5 µM; AID 1825, 2009; in the data active = inhibition above about 22%;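 note: 0% = plate median of test compound wells and 100% = cytotoxic reference compound wells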
HIF act: HIF pathway transcriptional activators, primary screen, cell-based, U2OS HRE-luciferase, luminescence | AID 1910, 2009 | 300,000 tested, 0.32% active | U2OS HRE-luciferase reporter; normalized: DMSO 0%, desferrioxamine 100% | activation, % at 7.5 µM (by protocol);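 active = mean activation of at least 10% of the iron chelator positive control signal, with at least half of replicates also reaching 10%; inconclusive = mean and replicate majority disagree about reaching 10%; inactive = mean and most replicates under 10%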
SKKanGAS inh: S. pyogenes SKKanGAS growth inhibitors in kanamycin, primary screen, streptokinase expression inhibitor project, SKKanGAS strain, BacTiter-Glo luminescence; 6 h; inhibition, % at 7.5 µM; 300,000 tested, 1.3% active; AID 1662, 2009;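 active = mean replicate score, as percent of positive control median, at least 50; inconclusive = mean below 50 but one replicate at or above 50; inactive = mean and every replicate below 50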;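 note: strain carries kanamycin resistance gene driven by streptokinase promoter and grows in 40 µg/ml kanamycin; loss of luminescence reflects streptokinase promoter inhibition or plain growth inhibition; 0% = median of DMSO wells and 100% = positive control at its reference dose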
TRPC4 block: inhibitors of mouse TRPC4 channel, primary screen, Fluo4 calcium, HEK293 TRPC4beta/mu-opioid cells; Short transient receptor potential channel 4 (Mus musculus), Q9QUQ5; DAMGO-evoked Fluo4 calcium flux; hits give low values; B-score at 10 µM; 300,000 tested, 0.39% active;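 active = B-score over 3 SD under the library average, no early fluorescence shift, positive overall ratio signal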
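Material: HEK293 cells with stable TRPC4beta plus mu-opioid receptor expression / Probe or stimulus: DAMGO in two steps, submaximal then maximal / Compound: single concentration per test compound / Technique: kinetic Fluo4 fluorescence imaging of calcium influx / Read-out: per-well B score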
Active calls of the source: *; i = inactive; u = inconclusive; x = not tested or not shown.

SMILES	MrgX1 antagonist	aSyn 5UTR inh	TRPC4 PAM	TRPC6 act	TRPC6 inh	KLF5 inh	TRPC4 act	IEC-6 tox	HIF act	SKKanGAS inh	TRPC4 block
CCOc1ccc(N(CC(=O)Nc2ccccc2C)S(=O)(=O)c2c(C)noc2C)cc1	i	u	i	i	i	27.8	i	62.7*	x	1.8	i
CCOC(=O)C1=C(CSc2nncn2C)NC(=O)NC1c1cc(OCC)ccc1OCC (stereo not drawn)	i	4.8	i	i	i	-25.8	i	8.1	-0.7	2.6	i
OCCC1CN(Cc2cccc(C(F)(F)F)c2)CCN1Cc1ccccc1 (stereo not drawn)	i	15.5	i	i	i	-35.0	i	0.4	0.0	-0.5	i
O=S1(=O)c2cccc3cccc(c23)N1CCBr	i	16.8	i	i	i	5.0	i	0.7	0.2	-3.6	i
Cc1oc2cc(O)ccc2c(=O)c1N1C(=O)c2ccccc2C1=O	i	-14.9	i	i	i	5.2	i	-4.7	-0.4	5.9	i
O=C(CCC(=O)Nc1ccc(Br)cc1)N/N=C/c1ccccc1F	i	14.2	i	i	i	-4.6	i	0.1	0.3	-7.8	i
O=c1c(Cl)c(N/N=C/c2ccc(Cl)cc2)cnn1-c1ccccc1	i	-85.0	i	i	i	-25.9	i	-4.5	0.2	23.4	i
CC(C)(C)NC(=O)NC(=O)CSc1ncc(C(F)(F)F)cc1Cl	i	1.8	i	i	i	-13.0	i	4.7	-0.4	6.9	i
CSc1ccc(CN2CCC(Oc3ccc(C(=O)N4CCCC4)cc3)CC2)cc1	i	10.1	i	i	i	-42.5	i	0.2	0.0	0.0	i
COc1ccc(-c2nnc(SCc3ccccc3)n2N)cc1	i	-142.4	i	i	i	-75.2	i	3.3	2.9	-7.0	i
O=C(CN1C(=O)CSc2ncccc21)Nc1ccccc1F	i	-46.6	i	i	i	-5.6	i	6.0	0.0	-2.3	i
CCCNS(=O)(=O)c1ccc(NC(=O)c2cccnc2)cc1	i	15.0	i	i	i	-39.2	i	-0.4	-0.2	2.3	i
C=CCn1c(=O)c2ccccc2n2c(SCC(=O)Nc3cc(C)on3)nnc12	i	-3.1	i	i	i	8.1	i	-1.1	0.1	-5.1	i
CCCCC(=O)Nc1ccc(NC(=O)c2cnccn2)cn1	i	-33.2	i	i	i	3.4	i	5.2	1.6	-21.3	i
CC(C)(C)c1ccc(S(=O)(=O)O/N=C2/CCCCC2c2ccc([N+](=O)[O-])cc2[N+](=O)[O-])cc1 (stereo not drawn)	i	-0.8	i	i	i	-8.8	i	-3.8	-0.2	6.7	i
O=C(Nc1ccc(Br)cc1Cl)N1CCOCC1	i	-18.4	i	i	i	-5.6	i	-3.2	0.2	-4.0	i
COC(=O)CSc1nc(C)c(Oc2ccccc2)c(=O)[nH]1	i	1.9	i	i	i	3.2	i	2.2	-0.2	2.1	i
CCOC(=O)c1sc2nc(N3CCCC3)c3c(c2c1N)CC(C)(C)OC3	i	24.1	i	i	i	-9.1	i	-1.2	0.1	6.1	i
CCC1CCCCN1CCCNC(=O)c1ccc(CS(=O)(=O)c2ccccc2C)o1 (stereo not drawn)	i	-5.6	i	i	i	-18.8	i	-7.1	0.4	-4.4	i
CCCOC(=O)c1ccc(N2C(=O)c3ccccc3C2=O)cc1	i	-0.8	i	i	i	-14.1	i	5.5	0.0	-6.3	i
O=C(O)CC(CC(=O)Nc1ccc(Oc2ccccc2)cc1)c1ccccc1 (stereo not drawn)	i	20.3	i	i	i	-1.1	i	0.8	-0.5	-10.7	i
O=c1[nH]c(=O)n(CCO)c2nnn(Cc3ccccc3)c12	i	-7.1	i	i	i	-31.8	i	-17.4	0.3	23.6	i
Cc1[nH]c2ccc(Br)cc2c(=O)c1CN1CCOCC1	i	16.1	12*	i	i	-7.2	i	4.0	1.8	-1.4	i
COc1ccc2occ(C(=O)c3ccccc3)c2c1	i	-133.4	i	i	i	-31.6	i	-2.4	4.8	5.9	i
Cc1c(O)nc2ccccn2c1=O	i	-4.1	i	i	i	-37.0	i	-2.4	-0.6	-5.7	i
CC1CCN(C(=O)c2ccc(NS(=O)(=O)c3cccc4cccnc34)cc2)CC1	i	18.6	i	i	i	-10.9	i	11.2	-1.0	-6.0	i
CCCc1cc(=O)oc2cc(OCC(=O)NCCCn3ccnc3)ccc12	i	6.1	i	i	i	-12.2	i	-1.8	0.0	3.1	i
COc1ccc(S(=O)(=O)NC(C)C(=O)Nc2ccc3c(c2)OCCO3)cc1OC (stereo not drawn)	i	3.4	i	i	-6.1*	-10.5	i	-4.8	-1.7	-10.7	i
N#CC1=C(N)Oc2c(oc(CO)cc2=O)C1c1ccccc1[N+](=O)[O-] (stereo not drawn)	i	27.3	i	i	i	-21.5	i	-3.5	-0.2	-1.0	i
O=C(Nc1ccccc1N1CCN(C(=O)c2ccccc2)CC1)c1cc(Br)ccc1Cl	i	2.1	i	i	i	-0.3	i	-5.3	1.5	u	i
O=C(O)C(Cc1c[nH]c2ccccc12)N1Cc2ccccc2C1=O (stereo not drawn)	i	-59.1	i	i	i	-21.1	i	5.7	1.7	-4.6	i
COc1cccc(C(=O)NCCSCc2c(F)cccc2Cl)c1	i	-39.7	i	i	i	-75.9	i	0.6	-16.8	-6.7	i
C/C(=N/N1CCN(c2ccccc2)CC1)c1cccc([N+](=O)[O-])c1	i	-70.3	i	i	i	-10.7	i	0.2	0.3	4.2	i
CC(NC(=O)C[n+]1cccc(Br)c1)c1ccccc1 (stereo not drawn)	i	7.2	i	i	i	-5.0	i	2.1	-0.5	-1.8	i
O=[N+]([O-])c1ccccc1S(=O)(=O)NCc1ccco1	i	0.1	i	i	i	7.8	i	-5.6	0.1	6.6	i
COC(=O)C1CSC2c3ccccc3C(=O)N12 (stereo not drawn)	i	17.6	i	i	i	x	i	x	-0.3	-2.5	i
O=C(O)CSCC(=O)Nc1ccc(Br)c(C(F)(F)F)c1	i	-15.5	i	i	i	10.7	i	4.8	-0.4	-1.1	i
CCn1cc(/C=C(\NC(=O)c2cc(OC)c(OC)c(OC)c2)C(=O)NCCCN2CCOCC2)c2ccccc21	i	-30.7	i	i	i	-22.7	i	-9.2	-0.5	9.5	i
COc1ccc(/C(C)=N/Nc2nc(C)cc(-c3ccccc3)n2)cc1	i	-8.8	i	i	i	x	i	x	0.0	-7.3	i
O=C(NCC(=O)N(c1ccc2c(c1)OCCO2)C(C(=O)NC1CCCC1)c1ccco1)c1ccco1 (stereo not drawn)	i	-14.0	i	i	-7.66*	-10.6	i	-2.8	-0.1	3.5	i
CC1CN(S(=O)(=O)c2cc(C(=O)N(CCc3ccccc3)Cc3ccccc3)ccc2Cl)CC(C)O1 (stereo not drawn)	i	8.5	i	i	i	x	i	x	0.4	22.7	i
CC(C)Oc1cccc(C(=O)N/N=C/c2coc3ccccc3c2=O)c1	i	x	i	i	i	-32.2	i	0.3	x	x	i
COc1ccc(N=Cc2c(O)[nH]c3ccccc23)cc1	i	-144.1	i	i	i	-205.2	i	-12.3	1.2	-5.3	i
COc1ccc(C(=O)NNC(=S)NC(=O)/C=C/c2cccs2)cc1	i	29.8	i	i	i	-30.8	i	-4.2	0.3	62.3*	i
Cc1ccc(NC(=O)c2ccccc2Br)cc1S(=O)(=O)N(C)C	i	-19.4	i	i	i	2.0	i	6.7	-0.1	13.6	i
CCC(C)c1ccccc1N1CC(C(=O)Nc2ccc(S(=O)(=O)N3CCOCC3)cc2)CC1=O (stereo not drawn)	i	6.0	i	i	i	x	i	x	-5.2	-6.8	i
COc1ccc(N(CC(O)CN2C(=O)NC(C)(C)C2=O)S(=O)(=O)c2ccccc2)cc1 (stereo not drawn)	i	-1.7	i	i	i	-40.4	i	2.5	0.4	-4.5	i
CN(CCOc1ccc(-c2ccn(S(=O)(=O)c3cccc4ccccc34)n2)cc1)c1ccccn1	i	-15.8	i	i	i	-24.7	i	-4.0	0.4	0.0	i
O=C(c1ccccc1)c1cccn1CC(=O)N1CCN(C2CCCCC2)CC1	i	-16.3	i	i	i	11.0	i	-1.3	-0.4	1.3	i
CCc1ccccc1N(CC(=O)Nc1cccnc1)S(=O)(=O)c1ccccc1	i	-3.6	i	i	i	-22.9	i	-2.1	-0.1	-0.4	i
COc1ccc(NC(=O)Cc2ccsc2)c(OC)c1	i	17.3	i	i	i	-4.4	i	-4.1	1.1	-0.2	i
COc1ccc(OC)c(NC(=O)CNC(c2ccccc2)c2ccccc2)c1	i	4.8	i	i	i	-20.4	i	-0.1	-1.2	30.5	i
Cn1c(SCC(=O)N2CCCC2)nnc1-c1cccs1	i	-19.7	i	i	i	7.8	i	4.1	0.4	-0.5	i
CS(=O)(=O)N(Cc1ccccc1Cl)c1ccc(C(=O)NCc2cccnc2)cc1	i	7.1	i	i	i	-6.3	i	2.4	0.4	-5.3	i
Cc1ccc(-c2nn(-c3ccccc3)cc2C(N)=O)o1	i	-14.8	i	i	i	-26.7	i	8.5	0.2	2.0	i
O=C1N[C@H](Cc2ccccc2)C(=O)N[C@H]1Cc1cn(S(=O)(=O)c2ccccc2)c2ccccc12	i	4.1	i	i	i	x	i	x	0.7	-4.8	i
Cc1c(Cl)cccc1N1C(=O)CC(NNC(=O)c2cccs2)C1=O (stereo not drawn)	i	-18.8	i	i	i	-3.0	i	12.7	-0.4	4.6	i
O=C(NCc1nnc(SCC(=O)N2CCN(c3ccccc3)CC2)o1)c1ccco1	i	9.8	i	i	i	4.0	i	2.5	0.4	0.2	i

Compound activity deposited in PubChem by several laboratories.
